# hERG protect: hERG (human) protection from proarrhythmic block | Q12809 | CHO-hERG, FluxOR thallium flux, dofetilide IC70 present | activation (rescue from dofetilide block), less the hit threshold, % at 10 µM | 310,000 tested, 0.51% active;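 active = activation above the mean of controls blocked by dofetilide plus 5 SD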;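 note: thallium influx through hERG after potassium depolarization seen as dye fluorescence rise; in these data hits start at about 4.7%; inactives centre near -7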
# Target sequence (Q12809 whole entry, looked up): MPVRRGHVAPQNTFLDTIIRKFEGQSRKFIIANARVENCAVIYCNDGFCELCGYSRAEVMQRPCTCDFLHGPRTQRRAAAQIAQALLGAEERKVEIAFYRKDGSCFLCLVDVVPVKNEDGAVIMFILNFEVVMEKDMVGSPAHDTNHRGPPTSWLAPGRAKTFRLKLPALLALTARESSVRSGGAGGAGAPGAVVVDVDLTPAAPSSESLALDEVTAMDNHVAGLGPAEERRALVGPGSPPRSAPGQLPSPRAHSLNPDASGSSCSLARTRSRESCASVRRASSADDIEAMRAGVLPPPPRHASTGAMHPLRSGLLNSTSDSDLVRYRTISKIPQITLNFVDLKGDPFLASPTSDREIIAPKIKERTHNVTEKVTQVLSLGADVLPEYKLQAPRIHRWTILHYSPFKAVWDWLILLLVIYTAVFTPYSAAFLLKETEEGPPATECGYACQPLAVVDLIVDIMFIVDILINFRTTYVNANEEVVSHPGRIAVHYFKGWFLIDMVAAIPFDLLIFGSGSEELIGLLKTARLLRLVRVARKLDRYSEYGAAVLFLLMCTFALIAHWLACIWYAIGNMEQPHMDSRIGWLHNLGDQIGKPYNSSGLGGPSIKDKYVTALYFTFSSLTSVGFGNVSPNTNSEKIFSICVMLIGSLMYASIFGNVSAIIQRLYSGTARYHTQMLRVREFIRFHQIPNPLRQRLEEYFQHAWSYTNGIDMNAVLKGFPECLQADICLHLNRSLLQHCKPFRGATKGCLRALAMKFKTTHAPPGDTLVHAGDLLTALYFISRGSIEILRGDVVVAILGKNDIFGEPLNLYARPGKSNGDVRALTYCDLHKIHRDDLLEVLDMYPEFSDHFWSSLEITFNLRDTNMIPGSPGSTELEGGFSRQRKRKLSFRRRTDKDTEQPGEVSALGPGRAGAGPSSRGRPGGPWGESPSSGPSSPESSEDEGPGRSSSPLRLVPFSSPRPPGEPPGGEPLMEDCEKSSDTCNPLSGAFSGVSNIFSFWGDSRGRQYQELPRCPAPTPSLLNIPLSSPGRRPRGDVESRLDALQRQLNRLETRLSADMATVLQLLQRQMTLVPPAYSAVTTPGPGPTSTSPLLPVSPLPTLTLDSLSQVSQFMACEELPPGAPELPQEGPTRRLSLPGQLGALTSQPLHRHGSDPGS
# GSK3A inh: inhibitors of human GSK-3 alpha kinase. inhibition, % at 10 µM. AID 2650. 320,000 tested, 0.1% active. P49840. ADP-Glo luminescence, 60 min;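 in the data active = inhibition above about 50%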;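 note: GST-tagged GSK-3 alpha with peptide substrate and 25 µM ATP; 0% = DMSO neutral wells and 100% = GW8510 positive control wells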
# KCNQ1 act: potentiators or activators of human KCNQ1 potassium channel. P51787. CHO-K1 KCNQ1, thallium flux FluxOR fluorescence; stronger effect = higher value. B-score at 10 µM. 310,000 tested, 0.35% active;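 active = fluorescence ratio B-score, a plate-corrected score, at least three library SD, with initial intensity B-score within 5 SD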
#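 System: CHO-K1 cells stably expressing KCNQ1 / Medium: assay buffer for compound exposure, DMSO matched across wells / Reagent: thallium- and potassium-containing depolarizing buffer / Compound: one concentration, matched DMSO / Incubation: 20 min compound pretreatment at room temperature / Measured by: kinetic FluxOR fluorescence, 10 s baseline plus 110 s post-stimulus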
# GSK3beta inhib: human GSK3beta kinase inhibition; P49841; GST-GSK3beta kinase, ADP-Glo luminescence, 60 min; stronger effect = lower value; activity score (negative = inhibition), % at 10 µM; 300,000 tested, 0.038% active; AID 2097;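 active = more than half of replicate wells score below -50%, meaning over 50% inhibition versus plate controls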;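 note: 0% = median DMSO wells and -100% = median GW8510 positive control wells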
#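 Test system – GST-tagged human GSK3beta kinase, cell-free · Incubation – 60 min enzyme reaction, room temperature · Signal – ADP-Glo luminescence · Also added – peptide substrate and ATP at 25 µM · Controls – DMSO neutral wells and GW8510 at 20 µM as positive · Buffer or medium – Tris/MgCl2 kinase buffer · Measure – Luminescence-derived activity versus plate DMSO and GW8510 wells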
# PolyA inh: yeast polyadenylation inhibition; calls only at 12 µM; 300,000 tested, 0.02% active; AID 1875; S. cerevisiae SKY197-pL101 polyadenylation reporter, beta-gal luminescence; efflux-impaired pdr1/pdr3 knockout yeast; score 100 = 6 SD above DMSO;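 active = lowest replicate activity score at least 50, where 100 means six control SD above control mean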;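 note: yeast exposed to compound for 9 h at 30 °C; higher score means more reporter readthrough which indicates perturbed polyadenylation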
# KCNK9 inh: blocks the human KCNK9 two-pore domain potassium channel | Q9NPC2 | HEK293 KCNK9, FluxOR thallium flux fluorescence; stronger effect = lower value | B-score at 10 µM | 310,000 tested, 1.2% active | AID 488922;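 active = ratio B-score over 3 SD below the library mean, with starting fluorescence within 5 SD of its mean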;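 note: negative B-score means less thallium flux so channel inhibition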
# RGS4 pot: potentiators or activators of RGS4. 310,000 tested, 0.92% active. HEK293 M3R/inducible RGS4, carbachol calcium flux Fluo4; stronger effect = lower value. AID 463111. B-score at 10 µM;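 active = B-score of the integrated calcium signal more than 4 SD below the library mean, with starting fluorescence not abnormally high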;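 note: negative B-score means reduced calcium response which marks RGS4 activation or potentiation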
#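 System – HEK293 FlpIn-TREx cells, stable M3R, doxycycline-inducible RGS4 · Reagent – ECmax carbachol challenge · Times – compound preincubation 20 min at room temperature before agonist · Technique – Fluo4 fluorescence kinetic imaging of calcium · Measure – B score of integrated Fluo4 ratio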
# KCNK3 inh: human KCNK3 channel inhibition, primary screen; 340,000 tested, 0.84% active; O14649; CHO-KCNK3 thallium flux, FluxOR fluorescence; stronger effect = lower value; B-score at 10 µM;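 active = B-score under library mean minus 4 SD, starting fluorescence ratio at most library mean plus 5 SD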;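 note: more negative B-score means stronger inhibition of thallium flux through KCNK3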
# DYRK1A inh: Dyrk1A (rat) kinase inhibition | Q63470 | ADP-Glo luminescence, NFATc1 peptide | inhibition, % at 12.5 µM | 310,000 tested, 0.43% active; in the data active = inhibition above about 50%;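 note: plate controls were vehicle with enzyme for no effect and no enzyme for full effect; many of its hits are not listed in these tables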
# RGS4 inh: human RGS4 inhibition | P49798 | HEK293 M3R/RGS4 inducible, Fluo-4 calcium flux; stronger effect = higher value; triggered by carbachol at its EC20 | B-score at 10 µM | 310,000 tested, 0.45% active | AID 463165;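 active = B-score, a plate-corrected calcium signal, over three deviations above library mean, with baseline fluorescence within five deviations of library mean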;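 note: RGS4 expression induced by doxycycline in cells with stable M3 receptor; B-score is computed from the integrated fluorescence ratio over baseline after carbachol; higher B-score means a larger calcium signal and so more RGS4 inhibition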
# KCNQ1 inh: human KCNQ1 channel inhibition; CHO-K1 KCNQ1, FluxOR thallium flux fluorescence; stronger effect = higher value; B-score at 10 µM; 310,000 tested, 1.3% active; AID 2642;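 active = compounds whose thallium flux B-score, printed positive for inhibition, exceeds three library SD while starting fluorescence stays within three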;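 note: channel opened by potassium depolarization with thallium stimulus after 20 min compound exposure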
# Active calls of the source: *; i = inactive; / = not tested or not shown. The list is partial; count on the stated rates, not on these rows.
# Screens in order – hERG protect	GSK3A inh	KCNQ1 act	GSK3beta inhib	PolyA inh	KCNK9 inh	RGS4 pot	KCNK3 inh	DYRK1A inh	RGS4 inh	KCNQ1 inh
O=C(O)Cn1ncn(-c2ccc(OC(F)(F)F)cc2)c1=O
→ -6	-2	i	4	i	i	i	i	-1	i	i
Cn1c(=O)oc2cc(S(=O)(=O)N3CCCC3)ccc21
→ -10	3	i	-1	i	i	i	i	-3	i	i
CCCc1ccc(C(C)NC(=O)c2cnccn2)cc1 (stereo not drawn)
→ -7	-3	i	0	i	i	i	i	12	i	i
CCOC(=O)c1c(NC(=O)CCS(=O)(=O)c2ccccc2)sc2c1CCN(C)C2
→ -6	1	i	-5	i	i	i	i	-4	i	i
COc1ccc(C(C)=O)cc1COc1nc(C)nc2ccccc12
→ -9	0	i	5	i	i	i	i	/	i	i
COc1cc(/C=C/C(=O)OCC(=O)NC(=O)NC(C)(C)C)ccc1O
→ -11	-2	i	-2	i	i	i	i	10	i	i
CCOC(=O)NC(=O)C(=CNc1ccccc1C)C(=O)NC(=O)OCC
→ -10	0	i	-4	i	i	i	i	1	i	i
Cc1ccc(NC(=O)Cn2nnc(C(=O)NCc3cccs3)c2N)cc1F
→ -6	-2	i	2	i	i	i	i	2	i	i
CC(NC(=O)CC(O)(C(F)(F)F)C(F)(F)F)c1ccccc1 (stereo not drawn)
→ 2	-2	i	-2	i	i	i	i	-6	i	i
CCCOC(=O)c1ccc(NC(=O)C(CC)CC)cc1
→ -5	0	i	-1	i	i	i	i	-5	i	i

# Record cards (already shown):
# CCOC(=O)NC(=O)C(=CNc1ccccc1C)C(=O)NC(=O)OCC is entered as hERG protect: -10; GSK3A inh: 0; KCNQ1 act: i; GSK3beta inhib: -4; PolyA inh: i; KCNK9 inh: i; RGS4 pot: i; KCNK3 inh: i; DYRK1A inh: 1; RGS4 inh: i; KCNQ1 inh: i
# CC(NC(=O)CC(O)(C(F)(F)F)C(F)(F)F)c1ccccc1 (stereo not drawn) is entered as hERG protect: 2; GSK3A inh: -2; KCNQ1 act: i; GSK3beta inhib: -2; PolyA inh: i; KCNK9 inh: i; RGS4 pot: i; KCNK3 inh: i; DYRK1A inh: -6; RGS4 inh: i; KCNQ1 inh: i

# (listing goes on)
# Screens in order – hERG protect	GSK3A inh	KCNQ1 act	GSK3beta inhib	PolyA inh	KCNK9 inh	RGS4 pot	KCNK3 inh	DYRK1A inh	RGS4 inh	KCNQ1 inh
O=S(=O)(Nc1nc(CN2CCOCC2)nc2sc3c(c12)CCCC3)c1cc(F)ccc1F
→ -12	0	i	1	i	i	i	i	-1	i	i
Brc1ccc(-c2nnc(-c3ccccc3)c(N3CCSCC3)n2)cc1
→ -12	1	i	-2	i	i	i	i	4	i	i
COc1ccc(CCN(C)C2CCCN(C(=O)Cn3cccn3)C2)cc1OC (stereo not drawn)
→ -6	-2	i	7	i	i	i	i	-4	i	i
CCn1cc(C(=O)Nc2ccc(NC(=O)c3ccco3)cc2)c(=O)c2ccc(C)nc21
→ -10	-1	i	0	i	i	i	i	-2	i	i
COc1ccc(C(C)=O)cc1COc1ccc(Cl)c(C)c1
→ -11	0	i	-5	i	-11*	i	-10*	6	i	i
COc1ccc(Cl)cc1C(=O)NCc1cn(C)nc1C
→ -5	0	i	/	i	i	i	i	2	i	i
COc1ccc2c(c1)CCN1C2CCN2C(=O)CCC21 (stereo not drawn)
→ -2	4	i	1	i	i	i	i	2	i	i
COc1ccccc1OC(=O)Cc1cccc2ccccc12
→ -11	-4	i	2	i	i	i	i	-1	i	i
Clc1ccc(-c2nc3cc(CN4CCCCC4)ccc3o2)cc1
→ -12	-1	i	0	i	i	i	i	1	i	i
Cn1cc(-c2ccccc2)cc(C#N)c1=O
→ -12	-1	i	5	i	i	i	i	-5	i	i
O=C(/C=C/c1ccc(F)cc1)NC(=S)NNC(=O)[C@H]1C[C@@H]1c1ccccc1
→ -6	6	i	0	i	i	i	i	/	i	i
CCCC(=O)c1ccc(N2CCN(C(=O)c3cccs3)CC2)c(F)c1
→ -13	-2	i	2	i	i	i	i	7	i	i
COc1cccc2cc(C(C)=O)c(=O)oc12
→ -9	-2	i	-1	i	i	i	i	-11	i	i
NC(=O)c1c(-c2ccccc2)oc2ccc(O)cc12
→ -4	1	i	-1	i	i	i	i	15	i	i
Cc1ccccc1-n1cnnc1SCC(=O)Nc1cccnc1Cl
→ -1	-1	i	-2	i	i	i	i	0	i	i
CCc1nc2cccnc2n1-c1ccc(CC(=O)NCCOC)cc1
→ -6	0	i	5	i	i	i	i	2	i	i
CSc1ccc(CC(=O)N2CCC(n3nccc3NC(=O)C3CC3)CC2)cc1
→ -8	-3	i	-6	i	i	i	i	-1	i	i
O=C(Nc1cccc(F)c1)/C(=C\c1cccnc1)NC(=O)c1ccco1
→ -4	-1	i	1	i	i	i	i	-10	i	i
Clc1nccc(N2CCN(c3ccccc3Cl)CC2)n1
→ -12	0	i	1	i	i	i	i	/	i	i
O=C1C=CC(=O)N1c1cccc(-c2ccccc2)c1
→ -11	-2	i	7	i	i	-9.5*	i	1	i	i
O=C(NC1CCCCCC1)c1cc2c(=O)n3ccccc3nc2s1
→ -8	0	i	-6	i	i	i	i	-7	i	i
Cc1nc2c(-c3ccc(F)cc3)cnn2c(N)c1-c1ccccc1
→ -6	0	i	1	i	i	i	i	14	i	i
COc1ccc(N(CC(=O)NC2CC3CCC2C3)S(=O)(=O)c2ccc(C)cc2)cc1 (stereo not drawn)
→ -6	-1	i	3	i	i	i	i	5	i	i
CC(C)CC(c1nnnn1C(C)(C)C)N1CCN(C2CCCC2)CC1 (stereo not drawn)
→ -10	1	i	2	i	i	i	i	-1	i	i
COC(=O)c1cc(OC)c(OC)cc1NC(=O)CCCCCN1C(=O)CCC1=O
→ -3	-5	i	4	i	i	i	i	-10	i	i
O=C(NCC(NS(=O)(=O)OCC(Cl)(Cl)Cl)c1ccccc1)C(F)(F)F (stereo not drawn)
→ -8	5	i	-1	i	i	i	i	/	i	i
COc1ccc(C(=O)/C=C/Nc2cccc(O)c2)cc1
→ -6	5	i	2	i	i	i	i	6	i	i
O=C(O)COc1ccccc1-c1nc(-c2ccccc2)c(-c2ccccc2)[nH]1
→ -15	-4	i	5	i	i	i	i	10	i	i
COc1cccc(NC(=O)c2ccccc2-c2nc(-c3ccc(F)cc3)no2)c1
→ -8	1	i	-2	i	i	i	i	4	i	i
CCOC(=O)c1cc2c(=O)n3ccccc3nc2n(CC(C)C)c1=NC(=O)c1c(-c2c(F)cccc2Cl)noc1C
→ -11	0	i	1	i	i	i	i	-3	i	i
C=CCOC(=O)C1=C[C@@H](c2ccc3c(c2)OCO3)C[C@@H](OCCCCO)O1
→ 1	-1	i	0	i	i	i	i	-6	i	i
COc1ccc(OCC(=O)NNC(=O)c2c(-c3ccccc3Cl)noc2C)cc1
→ -8	-1	i	-3	i	i	i	i	7	i	i
CC1=C(C(=O)OCC2CCCO2)C(c2ccc(F)cc2)NC(=O)N1 (stereo not drawn)
→ -6	2	i	4	/	i	i	i	-1	i	i
CC1Oc2ccccc2C(=O)N(CC(=O)c2ccc3c(c2)OCCO3)C1=O (stereo not drawn)
→ -17	-4	i	-2	i	i	i	i	/	i	i
O=C(OCc1cc2ccccc2[nH]c1=O)c1ccc([N+](=O)[O-])cc1
→ -7	0	i	1	i	i	i	i	-2	i	i
CCS(=O)(=O)NCC(c1ccco1)N1CCN(c2ccccc2F)CC1 (stereo not drawn)
→ -8	-3	i	-2	i	i	i	i	-1	i	i
COC(=O)Cc1c(O)ccn(CCc2ccccc2)c1=O
→ -7	0	i	2	i	i	i	i	-2	i	i
Brc1c(CSc2nc3ccccc3s2)nc2ncccn12
→ -13	-4	i	-5	i	i	i	i	4	i	i
COc1ccc(Nc2nc(-c3cccnc3)nc3ccccc23)cn1
→ -17	8	i	-3	i	i	i	i	24	i	i
Cc1c(CCC(=O)N2CCC[C@H]2C(=O)O)c(=O)oc2cc3oc4c(c3cc12)CCCC4
→ -5	0	i	2	i	i	i	i	-14	i	i
O=C(CCNS(=O)(=O)c1ccccc1)NCCCSc1ccccc1
→ -12	3	i	-4	i	i	i	i	0	i	i
CCCC(=O)Nc1cccc(C(=O)Nc2nccs2)c1
→ -6	0	i	2	i	i	i	i	-1	i	i
O=C(c1cnsn1)N1CCC(CO)(Cc2ccc(Cl)cc2)CC1
→ -10	-5	i	-2	i	i	i	i	5	i	i
COc1ccc(-c2noc(-c3ccccc3C(=O)Nc3cccnc3)n2)cc1
→ -7	-1	i	1	i	i	i	i	0	i	i
CCOC(=O)C1=C(c2ccccc2)N=c2s/c(=C\c3cccc(O)c3)c(=O)n2C1c1cccs1 (stereo not drawn)
→ -8	-2	i	1	i	i	i	i	-3	i	i
CCc1ccccc1NC(=O)N[C@H](C(=O)O)C(C)C
→ -5	-2	i	2	i	i	i	i	1	i	i
CCn1c(Cc2ccccc2)nnc1SCC(=O)Nc1nc(C)c(C)s1
→ -10	-1	i	-2	i	i	i	i	4	i	i
COc1ccc(-c2csc(NC(=O)COC(=O)C3=COCCO3)n2)cc1
→ -15	-4	i	1	i	i	i	i	8	i	i
Cc1ccc(OCCC(=O)OCC(=O)Nc2ccc(Cl)cn2)cc1
→ -4	1	i	-7	i	i	i	i	-4	i	i
Cn1c(=O)oc2cc(S(=O)(=O)NCCC(=O)NC3CCCc4ccccc43)ccc21 (stereo not drawn)
→ -6	0	i	-1	i	i	i	i	-2	i	i
CC(C)CN(C(=O)CN(C)C(=O)Cc1ccccc1Cl)c1c(N)n(CC(C)C)c(=O)[nH]c1=O
→ -9	2	i	4	i	i	i	i	0	i	i
O=C(c1ccco1)N1CCN(C(c2ccccn2)c2nnnn2C2CCCC2)CC1 (stereo not drawn)
→ -8	0	i	1	i	i	i	i	-8	i	i

# Assay outcomes as filed in PubChem.
